Screens from PubChem BioAssay.
AID2073 = inhibitors of Mint1-CaV2.2 protein interaction, biochemical, HTRF (AID 2073); HTRF protein-protein interaction, Mint1-CaV2.2; higher % means a stronger effect; inhibition, % at 20 µM, or IC50 in µM where a hit was titrated; 290,000 compounds, 0.19% hits; in the data active = inhibition mostly above about 51%, no sharp cut-off; inconclusive = no clear call, values can overlap the other calls; inactive = mostly below about 53%; note: some results filed as inactive read as strong as hits
MgcRacGAP inhibition = MgcRacGAP GTPase-activating activity inhibitors, confirmation, biochemical, ADP Hunter fluorescence | MgcRacGAP-stimulated Rac1 GTP hydrolysis, ADP Hunter fluorescence; higher % means a stronger effect; GST-tagged Rac1 F28L mutant substrate | AID 624330 | one-dose inhibition, % at 30 µM; IC50 in µM for titrated hits | 340,000 compounds, 0.6% hits;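 active = first-screen hits whose inhibition reached a set limit at any dose in the follow-up dose series; inconclusive = inhibition above the set first-screen limit but never retested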;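 note: fluorescence reports GDP produced by GAP-driven GTP hydrolysis; strong numbers were not always called active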
Large T inhibition = SV40 large T antigen inhibitors, biochemical (AID 1903); inhibition, % at 20 µM, or IC50 in µM where a hit was titrated; 310,000 compounds, 0.39% hits; SV40 large T antigen ATPase/helicase inhibition assay; higher % means a stronger effect; in the data active = a potency from the dose series; inconclusive = inhibition mostly from about 32% at the one dose, without a potency; inactive = the rest, 99 in 100 with inhibition below about 32%; note: strong numbers were not always called active
LYP inhibition = inhibitors of LYP phosphatase, biochemical, fluorescence intensity, uHTS (AID 1779); recombinant LYP phosphatase, fluorescence intensity; higher % means a stronger effect; inhibition, % at 11.5 µM; hits with a dose series show IC50 in µM; 290,000 compounds, 0.054% hits; in the data active = inhibition above about 50%;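 note: plate controls were vehicle with enzyme for no effect and no enzyme for full effect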
Siah-1 displacement = blockers of Siah-1 interaction with plectin peptide – biochemical, fluorescence polarization, rhodamine-plectin, uHTS, primary screen (AID 1817). Siah-1 / rhodamine-plectin peptide fluorescence polarization; higher % means a stronger effect. one-dose displacement, % at 20 µM; IC50 in µM for titrated hits. 290,000 compounds, 0.02% hits;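 active = displacement of at least 50% at 20 µM, with a fluorescence ratio check between 0.3 and a set limit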;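 note: plate controls were Siah plus tracer with DMSO for no effect and tracer alone without Siah for full effect; strong numbers were not always called active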
NS5 inhibitors = Dengue-2 NS5 methyltransferase inhibitors, primary screen, biochemical, confirmation dose response (AID 588689); inhibition, % at 25 µM, or IC50 in µM where a hit was titrated; Dengue-2 NS5 methyltransferase capping enzyme assay, biochemical; higher % means a stronger effect; 340,000 compounds, 0.3% hits; in the data active = a potency from the dose series; inconclusive = inhibition above about 29% without an active follow-up result
HIV peptide binding = cell-free HIV fusion peptide-binding blockers – biochemical, uHTS, fluorescence dequenching, primary screen (AID 1986). 290,000 compounds, 0.3% hits. inhibition, % at 20 µM, or IC50 in µM where a hit was titrated. cell-free peptide binding, fluorescence dequenching, 30 min; higher % means a stronger effect; in the data active = inhibition mostly above about 52%, no sharp cut-off; inactive = mostly below about 76%; note: some results filed as inactive read as strong as hits
RSV antiviral HEp-2 = RSV antiviral activity via CPE protection, HEp-2 cells, primary 10 µM value included (AID 2391); HEp-2 cells, RSV-induced CPE inhibition; higher % means a stronger effect; CPE inhibition, % at 10 µM; hits with a dose series show IC50 in µM; 310,000 compounds, 0.13% hits; in the data active = a potency from the dose series; inconclusive = CPE inhibition mostly from about 23% at the one dose, without a potency; inactive = the rest, 99 in 100 with CPE inhibition below about 21%; note: strong numbers were not always called active
XIAP antagonists = small molecules displacing peptide from XIAP – biochemical, IAP family, fluorescence polarization (AID 1018) | XIAP BIR domain, fluorescence polarization peptide displacement; higher % means a stronger effect | displacement, % at 20 µM, or IC50 in µM where a hit was titrated | 200,000 compounds, 0.007% hits; in the data active = displacement above about 50%; note: a part of the inactive calls stands beside numbers as strong as those of hits
NS5 inhibitors pilot replicate = recorded beside NS5 inhibitors, whose call it bears; inhibition, %; measured here: pilot screen replicate inhibition
* marks the source's active call; other numbers are inactive results; ? = inconclusive; . = not tested or not shown.

SMILES | AID2073 | MgcRacGAP inhibition | Large T inhibition | LYP inhibition | Siah-1 displacement | NS5 inhibitors | HIV peptide binding | RSV antiviral HEp-2 | XIAP antagonists | others
COc1ccccc1OCC(=O)Nc1oc(-c2ccccc2)c(-c2ccccc2)c1C#N | 3% | 10% | 10% | 8% | 3% | -6% | 1.4% | 12% | -0.9%
C[C@H]1CC[C@]2(O[C@@H](CCO)C[C@@H](O)[C@@H]2O)O1 | . | -6% | 16% | . | . | -5% | . | 2.7% | .
C/C(CC(=O)N1CCN(C=O)CC1)=N\NC(=O)c1ccc(Cl)cc1 | 2% | 6% | . | -3% | -2% | -7% | -0.9% | 3.4% | -1.6%
COc1ccc(-c2csc(N3N=C(C)C(C)C3=O)n2)cc1 (stereo not drawn) | -3% | 5% | 23% | -3% | -2% | -12% | 11% | 2.7% | -4.5%
CCCCn1c(SCC(=O)Nc2cc(C)[nH]n2)nc2ccsc2c1=O | 0% | 10% | -6% | -2% | 0% | -2% | -0.3% | -0.6% | -3.7%
Cc1ccc(NC(=O)N/C=C/c2ccc(Cl)cc2)cc1 | 2% | 6% | 1% | -2% | -4% | -2% | -2.4% | 9.9% | 0.3%
Cc1c(CC(=O)NCCCCCC(=O)O)c(=O)oc2c(C)c3oc4c(c3cc12)CCCC4 | 20% | 6% | 4% | -1% | 18% | 2% | 6.7% | 3.0% | .
CCOc1ccc(C(NC(C)=O)c2ccc(OC)c(OC)c2)cc1 (stereo not drawn) | 4% | 12% | 12% | -4% | -4% | -3% | -0.3% | 0.2% | -2.9%
O=C(N/C(=C\c1ccccc1)C(=O)N1CCOCC1)c1ccco1 | 7% | 7% | -10% | -4% | -8% | -1% | -2.0% | 0.2% | .
O=c1nc(SCc2ccccc2Cl)nc(-c2ccc(Cl)cc2)[nH]1 | 13% | 14% | 19% | 4% | 10% | 5% | 29% | 15% | .
CCCn1c(N)nc2ccccc21 | 2% | 2% | 2% | -11% | 3% | -5% | 4.0% | 1.6% | -5.1%
O=C(Nc1ccccc1[N+](=O)[O-])c1cc2ccccc2nc1Cl | 5% | 12% | 15% | -11% | -4% | -11% | 0.4% | 0.8% | .
CCOc1ccc(NC(=O)CSc2cn[nH]n2)cc1 | . | -2% | 3% | . | . | 6% | . | -2.2% | .
CCc1ccc(OCC(=O)Nc2cccc3c2CCCC3)cc1 | 2% | 5% | 13% | 4% | -7% | -7% | -0.6% | -0.3% | -0.8%
CCN(Cc1ccncc1)C(=O)CCc1ccccc1 | 23% | 3% | 4% | -8% | 3% | -2% | -0.6% | 2.9% | .
CCN1C(=O)C(=O)N(CC(=O)N(C)CC(=O)Nc2ccccc2Cl)C1=O | . | 5% | 11% | . | . | 4% | . | -0.4% | .
COc1ccc(C(O)P(=O)(OC2CCCCC2)c2ccc(N(C)C)cc2)cc1OC (stereo not drawn) | 6% | 3% | 7% | 5% | 4% | 0% | -2.6% | 2.2% | -5.0% | NS5 inhibitors pilot replicate=-0.2
COc1ccc(-c2cc(-c3ccccc3)nc(NN)n2)cc1OC | 16% | 2% | 10% | -10% | -9% | 6% | -1.5% | 0.1% | .
Cc1sc(NC(=O)c2ccco2)c(CN2CCN(Cc3ccccc3)CC2)c1C | -3% | 11% | 0% | -5% | -1% | -9% | -0.9% | ? | -10%
S=c1nc(-c2ccccc2)n(Cc2cccnc2)c2c1CCCC2 | 1% | . | 7% | -1% | 14% | . | 0.2% | . | .

Random excerpt: 2 entries already listed, in no set order.
SMILES | AID2073 | MgcRacGAP inhibition | Large T inhibition | LYP inhibition | Siah-1 displacement | NS5 inhibitors | HIV peptide binding | RSV antiviral HEp-2 | XIAP antagonists | others
C/C(CC(=O)N1CCN(C=O)CC1)=N\NC(=O)c1ccc(Cl)cc1 | 2% | 6% | . | -3% | -2% | -7% | -0.9% | 3.4% | -1.6%
O=c1nc(SCc2ccccc2Cl)nc(-c2ccc(Cl)cc2)[nH]1 | 13% | 14% | 19% | 4% | 10% | 5% | 29% | 15% | .

The list goes on:
SMILES | AID2073 | MgcRacGAP inhibition | Large T inhibition | LYP inhibition | Siah-1 displacement | NS5 inhibitors | HIV peptide binding | RSV antiviral HEp-2 | XIAP antagonists | others
N#C/C(=N\Nc1cccc(C(F)(F)F)c1)C(=O)c1ccsc1 | -4% | 9% | 13% | -1% | -2% | -6% | 44% | 19% | .
COc1ccc(-n2c(=O)cc(N3CCN(c4ccccc4F)CC3)[nH]c2=O)cc1 | 1% | 11% | -2% | -9% | -3% | -1% | -0.7% | 3.1% | -1.8%
Cc1ccc(N=C2SCCCN2C(=O)C2=COCCO2)cc1Cl | . | 9% | 12% | . | . | -7% | . | -1.8% | .
COc1ccc(F)cc1S(=O)(=O)NCc1cc(=O)n(C)c(=O)n1C | -4% | -36% | -3% | -12% | -4% | -10% | -0.5% | 0.4% | .
O=c1c2[nH]c3ccccc3c2ncn1CCCn1ccnc1 | -2% | 5% | . | 6% | -2% | -9% | -2.4% | 1.0% | -1.8%
CC(=O)Nc1ccccc1NC(=O)c1cc(C)cc(C)c1 | -2% | 1% | 5% | -13% | 4% | 1% | 2.6% | -0.9% | -0.5%
COc1cc(CNCCc2c[nH]c3ccccc23)ccc1OCc1ccc(F)cc1 | ? | 7% | 2% | -4% | -1% | 3% | -2.9% | -5.5% | -2.6%
Cc1cccc(C)c1OCc1cc(C(=O)N(C)Cc2cc(C3CC3)n[nH]2)no1 | -5% | -1% | 10% | -3% | -2% | -7% | -0.8% | 12% | .
Cc1cc(C)nc(N/N=C/c2c[nH]c3ccccc23)n1 | -15% | 63µM* | 34% | 2% | 1% | 2% | 0.1% | 2.6% | -3.2%
Cc1ccccc1NC(=O)c1cc2ccccc2o1 | 10% | 2% | 9% | -8% | 5% | 0% | 0.4% | 1.4% | . | NS5 inhibitors pilot replicate=-1.2
O=C(NN1C(=O)/C(=C/c2ccc(O)c(O)c2)SC1=S)c1ccccc1 | 2% | ? | ? | -2% | -11% | 15% | 34% | 3.0% | .
COc1ccc(OC)c(CN2CCN(S(=O)(=O)c3ccc(NC(C)=O)cc3)CC2)c1 | -5% | 18% | -3% | -4% | 0% | . | -1.6% | 0.6% | -6.4%
COc1ccccc1N1CCN(C2=CC(=O)CCC2)CC1 | 1% | 7% | 12% | -9% | -1% | -1% | 0.6% | 0.3% | -6.3%
CC12CCC(=O)N1C(C(=O)Nc1ccc(F)c(F)c1F)CS2 (stereo not drawn) | . | 5% | 6% | . | . | 1% | . | -1.0% | .
CCc1nc2oc(C(=O)c3ccccc3)c(N)c2c2c1COC(C)(C)C2 | 0% | 7% | 24% | 0% | 1% | 2% | 1.3% | -1.0% | -2.4%
Cc1cc(C)cc(OCc2nnc(SCC(=O)c3ccccc3)o2)c1 | 12% | 8% | 4% | -4% | -1% | -7% | -2.8% | 7.2% | -2.9% | NS5 inhibitors pilot replicate=-7.8
Cc1ccc2cc(C=O)c(N3CCOCC3)nc2c1C | 34% | 10% | 9% | -7% | 4% | -3% | 5.4% | 4.6% | . | NS5 inhibitors pilot replicate=-7.6
CCOC(=O)CN1N=C(/C=C/c2ccc(OC)cc2)CCC1=O | 6% | 2% | -3% | -2% | -4% | -1% | -2.2% | -1.3% | -1.9%
CCN1CCN(c2ccc(N=Cc3ccc(O)cc3O)cc2)CC1 | 4% | 28µM* | ? | -5% | -4% | -8% | -1.7% | -1.7% | -4.0%
CCOc1ccccc1NC(=O)c1cnc2n(c1=O)CCS2 | -3% | 7% | 5% | -2% | -3% | 0% | -1.1% | 3.3% | -1.9%
Cc1ccc(S(=O)(=O)NCC(=O)OCC(=O)N2N=C(c3ccc(Cl)cc3)CC2c2ccco2)cc1C (stereo not drawn) | 15% | 2% | 14% | 2% | -4% | -3% | -0.5% | 2.3% | 0.4%
COc1ccc(OCC(=O)N2CCN(C(=O)Cc3ccccc3)CC2)cc1 | 21% | 12% | -8% | 1% | 0% | -4% | 4.0% | 2.0% | -4.3%
CCCn1c(SCC(=O)NNC(=O)c2ccc(C)cc2)nnc1C(C)C | 20% | 4% | 6% | -13% | -3% | -6% | 1.6% | -0.8% | .
O=C(NCCc1cccc(Cl)c1)c1cccnc1 | -6% | 10% | 14% | 2% | -3% | 8% | -1.3% | 1.3% | -9.1%
CNC(=O)N(O)C1N(C)C(=O)N(Cc2ccccc2)C1(C)C (stereo not drawn) | -20% | 2% | -5% | 5% | -1% | -7% | 0.0% | 0.4% | -2.3%
COC(=O)c1ccc(OCc2nn[nH]n2)cc1 | ? | 13% | 4% | -8% | 3% | . | 0.7% | -0.4% | .
CC1(C)CC(=O)C2=C(C1)N(c1ccccc1)C(=O)C2(O)C(F)(F)F (stereo not drawn) | 8% | 8% | 5% | -4% | 4% | -3% | 1.1% | 0.6% | -5.4%
Cn1ccnc1Sc1ccccc1[N+](=O)[O-] | -6% | 4% | -9% | -6% | -1% | -9% | -0.5% | 2.2% | -6.9%
CN(CC(=O)NCc1ccc(F)cc1)S(=O)(=O)c1ccc(Br)s1 | -4% | 2% | 3% | -11% | -2% | -11% | 0.5% | 1.1% | .
CCC[N+](CC#CCO)(CC#Cc1ccccc1)CCC | 4% | 13% | 7% | -7% | 12% | 1% | -0.6% | . | .
Cc1sc(NC(=O)c2ccccc2)c(C(=O)NC(C)C)c1C | 8% | 15% | 2% | -3% | 6% | 0% | -0.7% | 3.2% | -5.7%
CCOC(=O)N1CCN(C2CCCN(C(=O)c3cccc(N(C)C)c3)C2)CC1 (stereo not drawn) | 10% | 10% | 10% | -8% | 4% | -5% | -0.3% | 3.1% | .
CC(=O)Nc1nc(NCc2ccccc2Cl)n(-c2ccccc2)n1 | 3% | . | 11% | 0% | 8% | -1% | -1.3% | 0.9% | .
O=C(Nc1cccnc1)c1cc(-c2cccs2)on1 | 4% | 13% | 5% | 0% | 4% | -2% | 5.8% | -1.7% | -2.7%
CC(NC(=O)c1cc(COc2cccc(C(F)(F)F)c2)on1)c1nccs1 (stereo not drawn) | 0% | 7% | 24% | -11% | 5% | 7% | 2.8% | 4.3% | .
COc1cccc(CN2CC(C(=O)N(C)CCc3ccccc3)CCC2=O)c1 (stereo not drawn) | 11% | 9% | 14% | -13% | 2% | -12% | 0.7% | 3.6% | .
COC(=O)c1ccc(NC(=O)C(=O)c2cn(CC(=O)N3CCOCC3)c3ccccc23)cc1 | 44% | 7% | 4% | -9% | 1% | 3% | 8.2% | 0.2% | .
Nc1nc2n[nH]nc2c(=O)[nH]1 | . | 1% | 4% | . | . | -1% | . | 3.6% | .
COc1cc(SC)ccc1C(=O)N1CCN(c2ccc(O)cc2)CC1 | -22% | ? | 5.9µM* | -2% | -6% | -9% | 0.4% | 0.4% | -9.2%
O=[N+]([O-])c1ccc(Cl)c(-c2ccc(/C=N/n3cnnc3)o2)c1 | -1% | 2% | 21% | 3% | -2% | -5% | 0.0% | 3.1% | .
COc1ccccc1-c1cc(C(=O)NCCCN2CCOCC2)no1 | 12% | 9% | 51% | -4% | 0% | 1% | 0.7% | 1.1% | .
